Rad51 HR inh: Rad51 (human) homologous recombination inhibition; Q06609; hRad51 DNA strand exchange, fluorescence dequenching; inhibition, % at 10 µM; 0.085% of 200,000 active; AID 1385;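 active means inhibition above 40% at the single screening dose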;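 further: 0% = DMSO control wells and 100% = blanks with heterologous ssDNA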
Target sequence (Q06609 whole entry, looked up): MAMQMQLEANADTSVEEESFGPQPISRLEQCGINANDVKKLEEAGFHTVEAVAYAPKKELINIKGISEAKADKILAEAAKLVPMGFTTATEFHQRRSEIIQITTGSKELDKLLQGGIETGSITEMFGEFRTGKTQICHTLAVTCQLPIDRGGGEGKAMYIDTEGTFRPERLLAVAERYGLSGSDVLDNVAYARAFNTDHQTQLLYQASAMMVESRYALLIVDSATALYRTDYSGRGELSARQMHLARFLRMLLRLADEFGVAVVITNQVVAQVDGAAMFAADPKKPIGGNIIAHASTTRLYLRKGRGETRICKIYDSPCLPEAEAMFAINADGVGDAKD
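material = hRad51 filaments on single-stranded DNA | timing = filaments 15 min 37 °C, then compound 30 min | signal = FRET fluorescence dequenching, excitation 485 nm, emission 520 nm | benchmarks = control wells and blank wells on each plate | evaluation = percent inhibition relative to plate controls and blanks | compound = 10 µM final, single point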
hK5 inh: kallikrein 5 (human) inhibition; 0.59% of 210,000 active; inhibition, % at 5 µM; recombinant hK5, fluorogenic AMC substrate cleavage; AID 873; Q9Y337;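 active means inhibition of 40% or more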;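 further: 0% = enzyme controls without compound and 100% = no-enzyme blanks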
zVAD death inh: L929 zVAD cell death inhibition; AID 1377; viability rescue, % at 10 µM; L929 zVAD necroptosis rescue, ATP luminescence, 24 h; with zVAD 60 µM; 0.38% of 220,000 active;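 active means activation, scaled between plate controls, above about 75%, limit read from the data; inactive means activation under that limit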;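 further: 0% = zVAD with DMSO and 100% = DMSO alone without zVAD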
Hck-Nef inh: human Hck-Nef kinase inhibition. P08631. AID 463187. 0.68% of 220,000 active. inhibition, % at 20 µM. Recombinant Hck-YEEI plus Nef, Z-Lyte FRET kinase assay;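 active means Hck-Nef kinase inhibition above about 50%, limit read from the data; inactive means inhibition below that limit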;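 further: 0% = DMSO with Hck plus Nef and 100% = Hck alone without Nef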
TNF necrop inh: blocks TNF-alpha induced death of Jurkat FADD-/- cells; 0.068% of 220,000 active; activation (protection from cell death), % at 10 µM; Jurkat FADD-/- TNF necroptosis rescue, ATP luminescence, 24 h; 0 = TNF only, 100 = no-TNF cells;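 active means activation, meaning protection from cell death, of at least 50% relative to plate controls; inactive means activation below 50%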;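 further: necroptosis triggered by 40 ng/mL TNF-alpha added together with compound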
thrombin 1536: blocks human thrombin protease activity; alpha-thrombin, Boc-VPR-AMC fluorogenic substrate cleavage; AID 1046; inhibition, % at 5 µM; 0.26% of 220,000 active;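 active means inhibition at or above 40%; inactive means inhibition below 40%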;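 further: 0% = enzyme with no compound and 100% = wells without enzyme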
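System – human alpha-thrombin protein · Reagent – Boc-VPR-AMC substrate, 15 µM final · Compound – 5 µM single dose in 0.2% DMSO · Schedule – reaction at room temperature · Technique – AMC fluorescence at 355 nm excitation and 460 nm emission · Read-out basis – % inhibition relative to enzyme controls and enzyme-free blanks · Control set – no-compound enzyme wells and no-enzyme blanks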
KCC2 mod: modulates chloride dependent transport by human KCC2; AID 1456; KCC2 cells, thallium flux FluoZin-2 fluorescence; B-score of Tl+ flux slope (higher = more flux/activation; lower = inhibition) at 10 µM; Q9H2X9; 2.2% of 190,000 active;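 active means thallium flux slope and its plate-corrected score both differing from the plate sample mean at a set confidence after two filtering rounds, in either direction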;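 further: slope of fluorescence scaled to starting intensity during 10 to 20 s after thallium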
FXIIa inh: inhibitors of human coagulation factor XIIa; AID 800; 0.3% of 220,000 active; inhibition, % at 5 µM; purified FXIIa, Boc-QGR-AMC fluorogenic substrate, 2 h; in the data active means inhibition above about 40%;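 further: 0% = enzyme with no compound and 100% = blank without enzyme; many of its hits are not listed in these tables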
Target sequence (P00748 20-372 limits assumed): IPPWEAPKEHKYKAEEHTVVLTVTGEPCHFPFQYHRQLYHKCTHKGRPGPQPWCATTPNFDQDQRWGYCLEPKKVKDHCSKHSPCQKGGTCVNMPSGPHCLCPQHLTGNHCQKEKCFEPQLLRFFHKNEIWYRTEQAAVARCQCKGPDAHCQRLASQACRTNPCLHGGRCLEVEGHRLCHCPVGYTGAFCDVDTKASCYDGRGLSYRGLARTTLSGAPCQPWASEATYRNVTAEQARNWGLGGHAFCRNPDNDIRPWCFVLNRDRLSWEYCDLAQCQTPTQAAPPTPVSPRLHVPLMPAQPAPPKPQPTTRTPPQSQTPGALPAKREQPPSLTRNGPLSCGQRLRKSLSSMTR
Target sequence (P00748 373-615 limits assumed): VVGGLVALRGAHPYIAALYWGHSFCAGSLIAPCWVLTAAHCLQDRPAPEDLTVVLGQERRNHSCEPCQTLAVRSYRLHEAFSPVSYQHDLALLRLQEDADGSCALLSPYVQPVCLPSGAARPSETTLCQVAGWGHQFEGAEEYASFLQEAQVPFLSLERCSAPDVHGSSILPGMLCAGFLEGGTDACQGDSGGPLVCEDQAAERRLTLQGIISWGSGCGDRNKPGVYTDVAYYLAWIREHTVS
FXIa inh: inhibitors of human coagulation factor XIa. inhibition, % at 5 µM. purified FXIa, Boc-Glu-Ala-Arg-AMC fluorogenic substrate. P03951. AID 798. 0.14% of 220,000 active;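 active means inhibition of at least 40%; inactive means inhibition below 40%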;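 further: fluorescence of freed AMC excited at 355 nm; 0% = enzyme without compound and 100% = no enzyme blank; many of its hits are not listed in these tables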
Numbers without * were called inactive; nt = not tested or not shown. Only part of the results is shown; count on the stated rates, not on these rows.

The first 11 entries, ahead of the listing:
SMILES	Rad51 HR inh	hK5 inh	zVAD death inh	Hck-Nef inh	TNF necrop inh	thrombin 1536	KCC2 mod	FXIIa inh	FXIa inh
O=C(Nc1ccccc1Cl)c1ccn[nH]1	7	-1	0.1	1	-1.3	3	-0.6	23	4
CCCCN(CC)Cc1c(C)[nH]c2ccccc2c1=O	nt	-4	-0.2	8	1.2	-2	0.49	17	2
CCC(C)(C(=O)NC1CCCCC1)N(Cc1cccs1)C(=O)Cc1cccs1 (stereo not drawn)	1	-14	0.3	3	1.8	-8	0.59	-17	-10
CN(C(=O)CSc1nc(-c2ccc(F)cc2)cs1)C1CCS(=O)(=O)C1 (stereo not drawn)	5	-19	1.2	6	-0.6	-6	nt	10	8
CCCCCCN(C(=O)CCCCCN1C(=O)NC(c2ccc(C(C)(C)C)cc2)C(C(=O)OCc2ccccc2)=C1C)C(C(=O)NCCCC)c1ccc(OCC(=O)OC)c(C(=O)OC)c1 (stereo not drawn)	-13	0	0.2	26	-3.4	0	0.19	9	1
CN(CC(=O)Nc1ccc(Cl)c(Cl)c1)C(=O)/C=C/c1ccc(F)cc1	4	-4	0.5	1	-0.1	1	-0.35	8	15
O=C1CCC(C(=O)OCC(=O)c2c[nH]c3ccccc23)=NN1	16	-12	1.4	-5	1.2	-1	0.51	9	4
Cc1cc(NC(=O)c2ccccc2Cl)n(C(C)(C)C)n1	-2	1	0.9	5	-1.3	-2	0.13	8	3
C(=N\n1cnnc1)/c1ccc2c(c1)OCO2	-2	-11	1.2	0	1.0	-12	-1.4	8	-7
N#Cc1nc(-c2ccc(OCc3ccccc3)cc2)oc1NCCCn1ccnc1	0	-16	-0.1	0	-4.4	-6	nt	11	-5
Cn1c(=O)n(C)c2cc(/C=N/NC(=O)c3ccc(Cl)cc3Cl)ccc21	5	5	0.0	1	-3.5	1	-0.45	4	2

The whole of this part (from the top)
SMILES	Rad51 HR inh	hK5 inh	zVAD death inh	Hck-Nef inh	TNF necrop inh	thrombin 1536	KCC2 mod	FXIIa inh	FXIa inh
O=C(Nc1ccccc1Cl)c1ccn[nH]1	7	-1	0.1	1	-1.3	3	-0.6	23	4
CCCCN(CC)Cc1c(C)[nH]c2ccccc2c1=O	nt	-4	-0.2	8	1.2	-2	0.49	17	2
CCC(C)(C(=O)NC1CCCCC1)N(Cc1cccs1)C(=O)Cc1cccs1 (stereo not drawn)	1	-14	0.3	3	1.8	-8	0.59	-17	-10
CN(C(=O)CSc1nc(-c2ccc(F)cc2)cs1)C1CCS(=O)(=O)C1 (stereo not drawn)	5	-19	1.2	6	-0.6	-6	nt	10	8
CCCCCCN(C(=O)CCCCCN1C(=O)NC(c2ccc(C(C)(C)C)cc2)C(C(=O)OCc2ccccc2)=C1C)C(C(=O)NCCCC)c1ccc(OCC(=O)OC)c(C(=O)OC)c1 (stereo not drawn)	-13	0	0.2	26	-3.4	0	0.19	9	1
CN(CC(=O)Nc1ccc(Cl)c(Cl)c1)C(=O)/C=C/c1ccc(F)cc1	4	-4	0.5	1	-0.1	1	-0.35	8	15
O=C1CCC(C(=O)OCC(=O)c2c[nH]c3ccccc23)=NN1	16	-12	1.4	-5	1.2	-1	0.51	9	4
Cc1cc(NC(=O)c2ccccc2Cl)n(C(C)(C)C)n1	-2	1	0.9	5	-1.3	-2	0.13	8	3
C(=N\n1cnnc1)/c1ccc2c(c1)OCO2	-2	-11	1.2	0	1.0	-12	-1.4	8	-7
N#Cc1nc(-c2ccc(OCc3ccccc3)cc2)oc1NCCCn1ccnc1	0	-16	-0.1	0	-4.4	-6	nt	11	-5
Cn1c(=O)n(C)c2cc(/C=N/NC(=O)c3ccc(Cl)cc3Cl)ccc21	5	5	0.0	1	-3.5	1	-0.45	4	2
Cn1c(N)c(C(=O)COC(=O)/C=C/c2ccc(OC(F)F)cc2)c(=O)n(C)c1=O	-2	-3	3.1	2	1.0	-2	-0.97	5	-3
Cc1ccc(-c2csc3ncnc(NS(=O)(=O)c4ccc(Cl)cc4)c23)cc1	-6	17	0.0	-1	-2.1	21	0.091	-3	4
Cc1ccc(C)c(/C(O)=C2/C(=O)C(=O)N(CCN3CCOCC3)C2c2ccc(C)o2)c1 (stereo not drawn)	0	-11	0.2	1	-4.5	3	nt	-5	0
COCCn1c(SCC(=O)Nc2cccc(C(=O)OC)c2)nc2ccccc2c1=O	0	-7	0.6	0	1.2	-9	nt	21	4
Cc1cc(C(=O)CSc2n[nH]c(N)n2)c(C)n1-c1ccc(F)cc1	-1	-8	-0.7	-10	-5.1	-10	-0.16	2	1
Cc1cc(C(F)(F)F)n2nc(C(=O)O)c(Cl)c2n1	1	-5	-0.8	-7	0.2	-1	2.4	4	1
CCOC(=O)C(=CNc1ccc(C)cc1C)C(=O)OCC	6	-10	1.6	0	-7.2	-5	nt	-8	3
Cc1cc(=O)oc2cc(OCc3ccc(S(=O)(=O)N4CCOCC4)cc3)ccc12	-4	-8	-0.2	3	0.7	1	nt	15	8
COc1ccc2c(c1)C1CC(C)(NC(=O)C1S(=O)(=O)c1ccc(F)cc1)O2 (stereo not drawn)	-1	-5	1.2	6	-1.6	-3	-0.39	7	5
COc1ccccc1NS(=O)(=O)c1ccc2oc(=S)[nH]c2c1	20	3	3.4	4	1.0	-1	-0.18	1	1
N#Cc1ccc(-c2csc(-c3ccno3)n2)cc1	-6	5	0.6	5	0.1	1	-0.037	9	-3
C/C(=N\NC(=O)CSc1nc2ccccc2o1)c1ccc(O)cc1	-8	-3	2.7	3	1.3	-2	-0.032	5	-4
COC(=O)c1ccc(C(=O)OC)c(NC(=O)CSCc2ccccc2Br)c1	-5	-26	0.1	1	-2.8	-2	-0.53	16	5
Cc1cccc(C(P(=O)(c2ccccc2)c2ccccc2)P(=O)(c2ccccc2)c2ccccc2)n1	5	-6	-0.5	-3	-0.8	-8	-0.2	7	6
Cc1ccc(S(=O)(=O)CCc2nnc(NC(=O)c3ccco3)s2)cc1	-10	-2	1.2	28	1.8	-10	-0.38	-4	-1
O=C(CCNC(=O)c1ccco1)Nc1cccc(Br)c1	20	9	1.2	1	0.3	-10	-0.31	7	0
Cc1cc(NC(=O)c2cccc([N+](=O)[O-])c2)n(-c2ccccc2)n1	-5	-11	1.2	-1	3.5	-6	2.1	1	1
Cc1ccc(NC(=O)C(=O)NCc2ccco2)c(C)c1	3	4	1.8	18	0.2	1	nt	10	1
CCCCOc1ccc(S(=O)(=O)N2CCCCCC2)cc1	8	-17	0.8	2	3.0	-1	0.29	16	3
O=C(Nc1nc2c(s1)CCCC2)c1cc(-c2ccc3c(c2)OCO3)nc2ccccc12	1	14	0.0	-1	0.0	3	-0.48	-2	-17
Cc1occc1C(=O)Nc1cc(C(C)(C)C)on1	5	-2	44	0	-5.2	2	1.1	19	-4
CCOC(=O)N1CCC(NC(=O)C(Cc2ccccc2)NC(=O)C2CCCCC2)CC1 (stereo not drawn)	-1	4	0.8	0	1.6	-2	nt	15	4
Fc1ccc(-c2csc3[n+]2CCS3)cc1	-3	-3	0.2	5	-0.6	1	-1.6	11	6
O=C(O)CCCNc1c(C(=O)Nc2ccc(Cl)cc2)cc([N+](=O)[O-])cc1[N+](=O)[O-]	12	2	1.6	21	1.3	4	-1.9	9	1
CN(C)S(=O)(=O)c1ccc(C(=O)NCC2(N3CCCCC3)CCCCC2)cc1	31	6	2.1	20	0.6	-9	0.12	7	1
CCOC(=O)c1[nH]c(C)c(/C(O)=C2\C(=O)C(=O)N(CCN(C)C)C2c2ccc(C)o2)c1C (stereo not drawn)	2	1	0.8	1	-16	-3	-0.38	9	-5
COc1ccc(C2CC(=O)c3c([nH]c(C(=O)OC(C)C)c3C)C2)cc1OC (stereo not drawn)	nt	-8	nt	-10	2.5	-8	0.62	4	3
O=C(C1=C[C@H](c2coc3ccccc3c2=O)C[C@H](OCCCCO)O1)N1CCN(Cc2ccc3c(c2)OCO3)CC1	2	-4	0.5	13	1.9	-5	-1.5	5	-5
O=C(Nc1ccc(F)cc1)Nc1sccc1-c1nc2ccccc2s1	-33	3	-0.3	-15	3.2	-1	0.038	5	1
CCOc1ccc(NC(=S)N2CCCN(Cc3cccc(Cl)c3)C2)cc1	2	-21	0.4	-14	0.0	0	0.012	4	-7
CCc1cc2c(SCC(=O)O)ncnc2s1	-1	-3	-0.5	7	-0.9	-2	nt	7	-3
CC1SC(c2ccc(Cl)cc2)NC1=O (stereo not drawn)	3	-4	0.2	-8	2.3	6	-0.23	13	7
CN(C)c1nc(N)nc(-c2nc3ccccc3s2)n1	8	-2	-0.5	10	-2.7	-4	-0.093	-5	-8
COc1ccc(N2CCN(C(=O)C3CC(O)CN3S(=O)(=O)c3ccc([N+](=O)[O-])cc3)CC2)cc1 (stereo not drawn)	4	-20	0.6	8	2.5	-4	-0.32	16	7
CCOC(=O)c1cnc(SCC(=O)N2CCOCC2)nc1N	-3	-3	3.4	21	0.5	-1	0.25	5	-7
CCC(C)(C)NC(=O)C(c1ccc(OC)cc1)N(Cc1ccco1)C(=O)CCC(=O)Nc1cc(C)on1 (stereo not drawn)	-3	-7	1.7	8	2.5	1	-0.45	9	4
Cc1cccc(NC(=O)N2CCCC2C(=O)NCc2cccs2)c1 (stereo not drawn)	2	-6	0.1	1	0.9	-3	nt	6	-7
COc1ccc(NC(=O)c2sc3nc(-c4cccnc4)ccc3c2N)cc1	-31	4	0.6	-10	-1.4	-1	-1.3	10	2
Cc1nc(Nc2ccc(O)cc2)c2c3c(sc2n1)CCCC3	17	-2	50	14	-5.3	-2	-1.4	5	7
Cc1nn(C)cc1/C=N\NC(=O)c1ccc2c(c1)c(C)c(C)n2Cc1ccccc1	3	-15	-0.6	0	3.4	-8	-0.81	-19	-7
O=C(NC12CC3CC(CC(C3)C1)C2)c1ccc(N2CCNCC2)c([N+](=O)[O-])c1	4	-2	18	14	-12	-7	0.98	-1	-3
O=C(c1ccc([N+](=O)[O-])cc1)N1CCSC1c1cccc(Cl)c1 (stereo not drawn)	24	-1	0.2	13	10	3	-1.3	1	-5
O=C(O)CCCCn1c(SCc2ccccc2Cl)nc2ccsc2c1=O	-11	6	11	-2	-1.5	2	-1.4	12	0
COc1ccc(OCC(=O)N/N=C/c2ccc(N(C)C)cc2)cc1	20	5	2.4	-13	0.4	2	-0.27	4	-5
Cc1ccc(-c2csc(NC(=O)C3CCN(S(=O)(=O)c4cccs4)CC3)n2)cc1	-64	-4	-0.1	4	-16	-1	-0.51	28	20
CC(C)=CCC1=C(OCC(=O)O)C(=O)c2ccccc2C1=O	17	2	0.7	25	-2.9	0	nt	9	0
O=C(O)c1ccc(COc2ccc(Cl)cc2)o1	-5	17	0.2	-7	0.2	7	0.084	16	7
COC(=O)c1ccc(CSc2ncnc3c2sc2nc(N4CCOCC4)c4c(c23)CCCC4)o1	-11	nt	-0.2	-1	-3.4	nt	0.7	nt	nt
Cc1ccc(OCc2nnc(SCC(=O)N3CCc4ccccc43)n2C)cc1	2	nt	0.5	-1	0.3	nt	0.52	nt	nt
